Bioassay records from PubChem.
Salmonella PhoP GFP: Inhibition of PhoP regulon, Salmonella typhi GFP reporter cells, confirmation, 4 h (AID 1850); Salmonella Typhi PhoP-promoter GFP reporter, fluorescence, 4 h; higher % means a stronger effect; inhibition, % at 50 µM, or IC50 in µM where a hit was titrated; 310,000 tested, 0.33% active; in the data active = a potency from the dose series; inconclusive = inhibition mostly from about 25% at the one dose, without a potency; inactive = the rest, 99 in 100 with inhibition below about 19%;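 note: 0% = induced wells with vehicle and 100% = uninduced wells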
H37Rv inhibition: M. tuberculosis growth inhibition, HTS (AID 449762). M. tuberculosis H37Rv growth inhibition, 7H9 media; higher % means a stronger effect. inhibition, % at 25 µM; hits with a dose series show IC50 in µM. 330,000 tested, 0.59% active; in the data active = a potency from the dose series; inconclusive = inhibition above about 70% without an active follow-up result;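 note: bacterial growth assessed after seven days of incubation; strong numbers were not always called active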
influenza NS1A: NS1A inhibition, H1N1 influenza, cell based functional assay (AID 504329); 340,000 tested, 0.3% active; one-dose inhibition, % at 12.5 µM; IC50 in µM for titrated hits; NS1A functional cell-based assay, percent inhibition; higher % means a stronger effect; in the data active = a potency from the dose series; inconclusive = inhibition above about 27% without an active follow-up result; note: strong numbers were not always called active
tuberculosis growth: growth inhibition of non-replicating M. tuberculosis (AID 488890) | inhibition, % at 25 µM; hits with a dose series show IC50 in µM | Mycobacterium tuberculosis non-replicating, growth inhibition; higher % means a stronger effect | 320,000 tested, 0.39% active; in the data active = a potency from the dose series; inconclusive = inhibition mostly from about 82% at the one dose, without a potency; inactive = the rest, 99 in 100 with inhibition below about 76%;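 note: plate controls were DMSO cells for no effect and high antibiotic wells for full effect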
inhibitors of VEEV: inhibitors of VEEV TC-83 cytopathic effect, confirmation, Vero cells (AID 588727); Vero cells, VEEV TC-83 cytopathic effect inhibition; higher % means a stronger effect; inhibition, % at 20 µM, or IC50 in µM where a hit was titrated; 350,000 tested, 0.13% active; in the data active = a potency from the dose series; inconclusive = inhibition mostly from about 14% at the one dose, without a potency; inactive = the rest, 99 in 100 with inhibition below about 12%; note: strong numbers were not always called active
inhibitors of VEEV 10K pilot screen: also measured in inhibitors of VEEV; calls as there; inhibition, %; measured here: 10K pilot screen inhibition
Active calls of the source: *; i = inactive; ? = inconclusive; · = no result given.

SMILES | Salmonella PhoP GFP | H37Rv inhibition | influenza NS1A | tuberculosis growth | inhibitors of VEEV | others
CN(CC(=O)Nc1ccccc1Cl)C(=O)COC(=O)c1cnccn1 | -12.9% | -13.2% | -6.6% | -11.1% | i
O=C(Nc1nccs1)c1cccc(S(=O)(=O)N2CCCC2)c1 | -7.9% | 5.2% | -11.9% | 4.4% | 8.5%
Cc1ccccc1/C=C/c1nc2ccccc2c(=O)n1Cc1ccccc1 | 2.0% | 11.1% | 0.2% | 12.7% | 0.2%
COc1cc(/C=C/C(=O)O)cc(S(=O)(=O)NCCO)c1OC | -1.2% | 7.7% | -10.3% | -19.7% | 2.1%
O=C(c1ccccn1)N(c1ccccc1)C1(C(=O)NC2CCCCC2)CCCCC1 | 10.3% | -14.9% | -3.7% | -8.4% | 1.5%
CN1CCC2(CC1)N=C(c1ccc(F)cc1)C(=S)N2 | 10.0% | 9.6% | 7.5% | 25.9% | 0.5%
O=C(NCc1cn2ccccc2n1)c1ccc(Br)o1 | 1.8% | -3.2% | -6.3% | -19.2% | i
COc1ccc(COc2cc(-c3cccc(OC)c3)nc3ccc(N)cc23)cc1 | -7.9% | 4.6% | -2.6% | 10.0% | 8.6%
Nc1ncc2c(n1)-c1ccoc1CC2 | -2.1% | 3.1% | -17.8% | -8.2% | 0.3%
Cc1ccc([N+](=O)[O-])cc1NC(=S)NC(=O)c1ccco1 | 3.7% | -1.5% | -3.0% | 1.8% | i
O=[N+]([O-])c1ccc(S(=O)(=O)NCCN2CCOCC2)cc1 | -7.9% | 10.2% | -18.1% | 1.6% | i
COc1ccc([N+](=O)[O-])cc1NC(=O)c1cccs1 | -0.8% | 15.4% | -6.7% | 4.1% | 1.0%
O=C(O)C1C2C=CC(C2)C1C(=O)NCCCN1CCOCC1 (stereo unspecified) | -2.4% | -2.2% | -16.9% | -16.1% | 0.8%
O=C(O)C(Cc1ccccc1)N1C(=O)c2ccccc2C1=O (stereo unspecified) | -8.2% | 0.6% | 2.6% | -3.9% | 5.0%
CCn1cc(CNC(=O)NC2CCCCC2)c(C)n1 | -3.9% | 2.1% | -1.8% | 18.9% | 1.0%
CC1CC(C)CN(C(=O)c2cccc(N3C(=O)c4ccccc4C3=O)c2)C1 (stereo unspecified) | · | -12.7% | -1.8% | 9.9% | i
O=C1CCCC2=C1C(Cc1ccccc1)C1=C(CCCC1=O)O2 | -2.3% | -3.0% | -0.9% | -7.2% | i
Cc1noc(C)c1S(=O)(=O)N1CCC(C(=O)N2CCN(Cc3ccc4c(c3)OCO4)CC2)CC1 | -3.7% | -5.8% | -5.2% | 11.9% | 0.1%
CCCNC(=O)Cn1c(=O)oc2ccccc21 | 4.0% | -5.3% | 3.3% | -0.9% | 0.4%
Cc1ccc(-c2ccnc3c(Br)c(C)nn23)cc1 | -1.6% | 32.9% | -10.1% | 4.3% | 0.4%

A stretch from further up, for reference:
SMILES | Salmonella PhoP GFP | H37Rv inhibition | influenza NS1A | tuberculosis growth | inhibitors of VEEV | others
Nc1ncc2c(n1)-c1ccoc1CC2 | -2.1% | 3.1% | -17.8% | -8.2% | 0.3%
Cc1ccc([N+](=O)[O-])cc1NC(=S)NC(=O)c1ccco1 | 3.7% | -1.5% | -3.0% | 1.8% | i
O=[N+]([O-])c1ccc(S(=O)(=O)NCCN2CCOCC2)cc1 | -7.9% | 10.2% | -18.1% | 1.6% | i
COc1ccc([N+](=O)[O-])cc1NC(=O)c1cccs1 | -0.8% | 15.4% | -6.7% | 4.1% | 1.0%
O=C(O)C1C2C=CC(C2)C1C(=O)NCCCN1CCOCC1 (stereo unspecified) | -2.4% | -2.2% | -16.9% | -16.1% | 0.8%

Continued.
SMILES | Salmonella PhoP GFP | H37Rv inhibition | influenza NS1A | tuberculosis growth | inhibitors of VEEV | others
CC1CC(C)CN(S(=O)(=O)c2ccc(NC(=O)C3CSC4(C)CCC(=O)N34)cc2)C1 (stereo unspecified) | 15.3% | -11.7% | -0.8% | 25.4% | 1.8%
O=C(c1cc(-c2ccc(O)cc2)on1)N1CCN(c2ccc(F)cc2)CC1 | -2.1% | 9.0% | -11.3% | 33.7% | 1.3%
COc1cccc(NC(=O)CN(C)C(=O)CC2CCCC2)c1 | · | · | -15.3% | · | 1.0%
C#Cc1ccc([C@@H]2C=C(C(=O)N3CCN(Cc4ccc5c(c4)OCO5)CC3)O[C@H](OCC)[C@H]2CCCO)cc1 | -4.2% | 1.9% | 5.3% | 30.4% | 7.2%
CCC1CCCCN1CCCNC(=O)c1cn(C)c2ccc(S(=O)(=O)N3CCOCC3)cc2c1=O (stereo unspecified) | 0.5% | 3.5% | 6.8% | -1.0% | i
Cc1ccsc1-c1n[nH]c(=S)n1CC(C)C | -8.1% | -3.8% | -0.9% | 20.5% | 0.4%
CC(Sc1nnc(-c2cccs2)n1Cc1ccccc1)C(=O)NCc1ccc2c(c1)OCO2 (stereo unspecified) | -13.1% | 0.6% | 2.4% | 2.0% | 2.1%
Cc1ccnc(NC(=O)c2cc([N+](=O)[O-])cc([N+](=O)[O-])c2)c1 | 12.6% | ? | -8.8% | 27.8% | i
CCCNC(=O)Nc1ccc2c(c1)N(C)C(=O)c1ccccc1S2 | 4.4% | -4.9% | 0.5% | -0.5% | i
COc1ccc(CC(=O)OCC(=O)Nc2cc(S(=O)(=O)N3CCOCC3)ccc2N2CCCC2)cc1 | -12.0% | -6.1% | 2.3% | -4.1% | 0.7%
CCOc1ccc(C(=O)NCC(=O)NC(C)c2ccc(-n3ccnc3)cc2)cc1OCC (stereo unspecified) | -6.0% | -10.3% | -1.6% | -7.6% | 3.1%
Cc1ccc(NC(=O)C2C3CCCCC32)cc1[N+](=O)[O-] (stereo unspecified) | -5.6% | 6.3% | 11.5% | -5.4% | i
COC(=O)c1cccc(NC(=O)/C=C/c2ccc3c(c2)OCO3)c1 | -1.4% | 25.4% | -3.4% | 67.7% | 2.7%
O=Cc1ccc2cccnc2n1 | -20.8% | 2.5% | 11.7% | -11.7% | 1.3%
CCOc1ccccc1NC(=O)NC(=O)N(C)S(=O)(=O)c1ccc(C)cc1 | 0.1% | 26.7% | -10.2% | 9.5% | 0.8%
CCOC(=O)c1c(CN2CCCCC2)n(C)c2cc(Br)c(O)c(CN(C)C)c12 | -8.8% | -6.2% | -10.5% | · | 1.4%
O=C(Nc1ccccc1NC(=O)NC1CCCCC1)NC1CCCCC1 | -7.2% | -0.7% | 14.0% | -0.6% | i
COc1ccc(C(C)(C)C)cc1NC(=O)Nc1ccc2c(c1)OCO2 | 0.9% | -9.2% | 9.4% | -1.5% | 8.8%
O=C(O)CC(CNS(=O)(=O)c1cccc2nsnc12)c1ccccc1 (stereo unspecified) | 3.6% | -8.8% | · | -0.8% | 0.5%
COc1ccc(NC(=S)NC2CCS(=O)(=O)C2)cc1 (stereo unspecified) | -5.3% | -1.4% | -5.6% | 11.8% | 0.5%
O=C(N/N=C/c1cc(O)ccc1[N+](=O)[O-])c1ccc2c(c1)OCCO2 | 3.2% | -9.8% | 16.9% | 3.7% | 1.5%
Cc1ccc(-c2c3c([nH]c(=S)c2C#N)CCCC3)o1 | -1.3% | -6.7% | 1.9% | -6.6% | i | inhibitors of VEEV 10K pilot screen=1.3
COc1ccc(S(=O)(=O)N2CCCC(C(=O)NC3CCCCC3)C2)cc1 (stereo unspecified) | -1.9% | -5.9% | 5.7% | -6.2% | i
O=C(NCC1COc2ccccc2O1)C1CCN(S(=O)(=O)c2ccc(Cl)cc2)CC1 (stereo unspecified) | · | -5.2% | -13.5% | 19.1% | 6.8%
CC(=O)c1cccc(NS(=O)(=O)c2cc(OCC(N)=O)c(C)cc2Cl)c1 | -3.2% | -5.4% | -4.7% | 8.7% | 1.7% | inhibitors of VEEV 10K pilot screen=1.6
Oc1[nH]c(N=C2N=c3ccccc3=N2)c2ccccc12 | -8.5% | 8.0% | -3.7% | 15.5% | i
Cc1ccc(S(=O)(=O)/N=C2\C(=O)c3ccccc3C([O-])=C2n2cc[n+](CCC(C)C)c2)cc1 | 2.5% | -13.8% | 3.4% | 23.6% | 3.4%
CN(CC(=O)Nc1cccc(F)c1)CC(=O)N1CCc2ccccc21 | · | -11.6% | -3.1% | 17.3% | 6.6%
COC(=O)C1CCN(C(=O)COC(=O)c2oc3ccccc3c2C)CC1 | 4.4% | -1.6% | -15.1% | -2.7% | 1.4%
COC(C[C@@H]1O[C@@H]1C(=O)[C@H](C)OCc1ccccc1)OC | -1.6% | -2.7% | -13.5% | -5.7% | 1.7%
Cc1cc(C)c(S(=O)(=O)Nc2cccc(/C=C/C(=O)O)c2)c(C)c1 | -11.6% | 7.6% | -3.7% | 26.5% | 1.3%
Cc1cc2cc(CN(Cc3nnnn3C3CCCCC3)CC3CCCO3)c(=O)[nH]c2cc1C (stereo unspecified) | -9.9% | 14.8% | -5.0% | 23.5% | 8.4%
Cn1c(=O)[nH]c(=O)c2[nH]c(CO)nc21 | · | · | -6.5% | · | 1.8%
CC(C)=CCC/C(C)=C/CC(C)(C)CNCCN1CCNCC1 | 22.0% | -0.9% | · | ? | ·
O=C(NN1CCOCC1)c1ccc(S(=O)(=O)N2CCCCC2)cc1 | 7.3% | 2.5% | -2.1% | -4.9% | 0.9%
COc1ccc2ccc3cccc[n+]3c2c1 | · | · | -3.5% | · | 1.4%
CCn1c(SCC(=O)c2ccc3c(c2)OCCO3)nnc1-c1ccco1 | -0.5% | 1.4% | 4.6% | 16.3% | 0.6%
COc1ccc2oc(C(=O)OC/C(O)=C(\C#N)c3nc4ccccc4[nH]3)c(C)c2c1 | -9.6% | -9.7% | -2.8% | -2.3% | i
CCC(C)(C)C1CCC2(CC1)NC(=O)N(CC(=O)NCCc1c[nH]c3ccccc13)C2=O (stereo unspecified) | · | -5.6% | 0.8% | -5.5% | 0.3%
N/C(Cc1ccc([N+](=O)[O-])cc1)=N\OC(=O)C1CCCCC1 | -3.5% | -10.8% | -1.2% | 45.1% | 1.3%
CC1=CC(C)(C)N(C(=O)CSc2nccn2C)c2cc(C)ccc21 | -17.3% | -2.5% | 11.0% | 22.7% | i
O=C(Cn1c(=O)n(-c2ccc(F)cc2)c(=O)c2sccc21)N1CCCC1 | -0.9% | · | -3.0% | · | 6.1%
COC(C(=O)NC1CCCCCCC1)c1ccccc1 (stereo unspecified) | 1.9% | -11.4% | -2.1% | -3.3% | i
CSC(=NC#N)N1CCN(c2ccccn2)CC1 | 5.7% | -6.3% | 9.5% | -7.9% | 2.3%
CC(=O)NC12CC3CC(C1)CC(C(=O)NCc1ccc(C)cc1)(C3)C2 | -0.9% | 9.2% | 2.7% | 24.9% | 0.2%
COc1cc(C2C(C#N)=C(N)Oc3cc(C)n(CC4CCCO4)c(=O)c32)cc2c1OCO2 (stereo unspecified) | · | · | 5.8% | · | 0.6% | inhibitors of VEEV 10K pilot screen=0.3

Three compounds out of the list, arranged by count of non-hydrogen atoms, high to low:
SMILES | Salmonella PhoP GFP | H37Rv inhibition | influenza NS1A | tuberculosis growth | inhibitors of VEEV | others
O=C(Cn1c(=O)n(-c2ccc(F)cc2)c(=O)c2sccc21)N1CCCC1 | -0.9% | · | -3.0% | · | 6.1%
CC(=O)NC12CC3CC(C1)CC(C(=O)NCc1ccc(C)cc1)(C3)C2 | -0.9% | 9.2% | 2.7% | 24.9% | 0.2%
O=C(Nc1nccs1)c1cccc(S(=O)(=O)N2CCCC2)c1 | -7.9% | 5.2% | -11.9% | 4.4% | 8.5%
